PHOSPHO1 inh – inhibitors of human PHOSPHO1 phosphatase; AID 1565; inhibition, % at 13.3 µM; recombinant PHOSPHO1, absorbance phosphatase assay; 290,000 tested, 1.1% active; in the data active means inhibition above about 60%
FID counter – counter-screen for HCV NS3 helicase inhibitors: DNA intercalator displacement | DNA fluorescent intercalator displacement, fluorescence | inhibition, % at 7.9 µM | 290,000 tested, 0.17% active | AID 1845; in the data active means inhibition above about 37%;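 further: 0% = vehicle and 100% = reference compound; higher means more ethidium bromide displaced from hairpin DNA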
IMP-1 inh – inhibitors of Pseudomonas aeruginosa IMP-1 metallo-beta-lactamase; purified IMP-1, nitrocefin hydrolysis, epi-absorbance fluorescence; inhibition, % at 5.6 µM; 290,000 tested, 0.45% active; AID 1556;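 active means inhibition above the mean plus 3 SD of all compounds in the same screening run, cut at about 4.5% in these data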;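 further: 0% = IMP-1 with DMSO and 100% = DMSO wells lacking enzyme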
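Assay system: purified IMP-1; Quantity: IMP-1 0.2 nM before substrate addition; Medium: HEPES buffer pH 7.1 with ZnSO4 and Brij 35; Incubation: 15 min enzyme–compound preincubation, then 25 min nitrocefin reaction, 25 °C; Signal: fluorescence quenching readout, ex 480/em 530 nm; Controls: DMSO with and without IMP-1; Repeats: singlicate testing.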
SUMO HTRF inh – inhibitors of human SUMOylation (UBC9) | P63279 | HTRF SUMOylation assay, SAE1/SAE2 + UBC9, in vitro | inhibition, % at 35 µM | 290,000 tested, 0.36% active | AID 2006; in the data active means inhibition above about 50%, passing the limit was not always enough; further: strong numbers were not always called active
Target sequence (P63279 whole entry, looked up): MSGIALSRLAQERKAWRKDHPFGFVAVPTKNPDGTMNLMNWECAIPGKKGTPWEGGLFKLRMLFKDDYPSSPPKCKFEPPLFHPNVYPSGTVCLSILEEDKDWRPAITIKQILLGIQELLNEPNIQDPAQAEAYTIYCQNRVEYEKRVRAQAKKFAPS
VIM-2 inh – inhibitors of Pseudomonas aeruginosa VIM-2 metallo-beta-lactamase; AID 1527; 290,000 tested, 0.89% active; purified VIM-2, nitrocefin hydrolysis, epi-absorbance fluorescence; inhibition, % at 5.6 µM;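 active means inhibition above the mean of all tested compounds plus 3 SD, cutoff set per screening run, cut at about 7.5% in these data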;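 further: red hydrolysis product quenches plate fluorescence so inhibitors raise well fluorescence; 0% = enzyme with DMSO and 100% = DMSO without enzyme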
MEKK3 PB1 HTS – raises or lowers MEK5 binding to the human MEKK3 PB1 domain. Q99759. bead-based flow cytometry, Alexa488-MEK5 binding to MEKK3; actives lie on both sides; 0 = blocked by unlabeled MEK5, 100 = vehicle. binding response (% of control), % at 10 µM. 290,000 tested, 1.4% active;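 active means binding response more than 3 SD above or below the average of its plate-row segment, actives on both sides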;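 further: Alexa488 bead fluorescence after subtracting the streptavidin-only scavenger bead signal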
Target sequence (Q99759 whole entry, looked up, the tested form may be a part): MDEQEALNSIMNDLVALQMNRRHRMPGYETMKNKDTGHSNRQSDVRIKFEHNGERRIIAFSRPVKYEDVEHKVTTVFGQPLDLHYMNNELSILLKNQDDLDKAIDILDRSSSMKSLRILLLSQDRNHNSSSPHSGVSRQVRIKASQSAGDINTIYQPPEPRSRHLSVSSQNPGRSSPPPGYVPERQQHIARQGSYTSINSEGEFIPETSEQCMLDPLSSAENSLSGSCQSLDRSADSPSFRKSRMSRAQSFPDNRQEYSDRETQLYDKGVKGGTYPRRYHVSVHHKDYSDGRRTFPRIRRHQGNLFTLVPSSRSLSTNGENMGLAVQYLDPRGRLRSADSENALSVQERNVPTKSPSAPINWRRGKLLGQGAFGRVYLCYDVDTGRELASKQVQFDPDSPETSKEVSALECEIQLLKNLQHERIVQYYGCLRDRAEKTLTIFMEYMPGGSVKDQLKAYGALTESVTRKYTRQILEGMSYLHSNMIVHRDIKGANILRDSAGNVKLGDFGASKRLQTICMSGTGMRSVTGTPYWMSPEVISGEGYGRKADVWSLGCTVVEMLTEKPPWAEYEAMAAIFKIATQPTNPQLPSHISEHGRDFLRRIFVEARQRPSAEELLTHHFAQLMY
pCIP destab – compounds decreasing mouse p/CIP protein stability; F442A p/CIP-EGFP cells, EGFP fluorescence, 16 h; decrease of EGFP signal, % at 10 µM; 290,000 tested, 0.01% active; Q05BA5;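 active means EGFP signal decrease of at least 30% at 10 µM or well 3 SD below plate mean, unless failing retest; inactive means the rest, including hits failing retest or dose response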; further: some compounds called inactive have numbers as strong as hits; many of its hits are not listed in these tables
NS3 helicase inh – inhibitors of Hepatitis C virus NS3 helicase; NS3 helicase DNA unwinding, Cy5 molecular beacon fluorescence; inhibition, % at 10.9 µM; 290,000 tested, 0.56% active;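 active means inhibition above the mean of all tested compounds plus 3 SD, set per campaign, cut at about 35% in these data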;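 further: 0% = DMSO wells and 100% = thioflavine S control wells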
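assay system = NS3 helicase fragment of HCV | buffer or medium = MOPS pH 6.5, MgCl2, DTT, Tween20, BSA | timing = 60 min unwinding reaction at 25 °C after ATP addition | signal = Cy5 beacon fluorescence read at start and 1 h | read-out basis = % inhibition of unwinding | control set = low DMSO, high thioflavine S at 110 µM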
IDE act – boosts human insulin-degrading enzyme activity in HEK cells. P14735. FAbeta-B cleavage, fluorescence polarization; 0% vehicle, 100% cell-free pure enzyme wells. activation, % at 5.96 µM. 340,000 tested, 0.073% active. AID 493087;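 active means activation above the mean of all tested compounds plus 3 SD, set per screening campaign, cut at about 17% in these data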
Numbers without * were called inactive; nt = not tested or not shown; [ ] = another dose, or the depositor's remark.

nr	Molecule	SUMO HTRF inh	NS3 helicase inh	VIM-2 inh	PHOSPHO1 inh	IMP-1 inh	IDE act	MEKK3 PB1 HTS	pCIP destab	FID counter
1	OCCC1CN(Cc2nc(-c3ccc(F)cc3)cs2)CCN1CCc1ccccc1 (stereo unspecified)	6	-17	-2.3	41	-1.6	3	98	-9	2
2	CCc1nc(CN2CCCC(C(=O)c3ccc4c5c(cccc35)CC4)C2)c(C)[nH]1 (stereo unspecified)	5	-33	-0.9	60*	-1.8	-1	102	-17	10
3	COc1ccc(N(CC(=O)NC2CCCC2)C(=O)Cn2nnc(-c3ccc(C)cc3)n2)cc1	-6	-7	-0.6	12	-2.1	7	90	-10	-30
4	CC(=O)c1ccc(Oc2ncnc3sccc23)cc1	-2	-2	0.2	40	-1.2	-7	85	0	-8
5	CC(C)(C)C(=O)N1CCN(c2ncnc3scc(-c4ccccc4)c23)CC1	6	-7	-0.9	-12	-2.5	-7	97	2	-36
6	Nc1ncc(-c2ccccc2)c(-c2ccc(O)cc2O)n1	8	12	0.7	1	-1.3	1	99	1	-5
7	COc1ccc(N(CC(=O)NCCSc2ccccn2)S(=O)(=O)c2ccccc2)c(OC)c1	1	13	-1.9	23	-1.7	-1	96	-14	-51
8	CCCCNC(=O)C1COc2ccccc2O1 (stereo unspecified)	19	2	-3.1	-30	-2.4	-2	79	-5	-2
9	CC(c1ccccc1)N1CC(C(=O)NC2CCCC2)CC1=O (stereo unspecified)	27	10	-1.1	18	0.0	2	99	-5	-5
10	COc1cc2nc(SCC(N)=O)n(CCC3=CCCCC3)c(=O)c2cc1OC	11	7	-3.5	14	-3.9	5	90	-8	-1
11	N#Cc1ccc(CSCC(=O)O)cc1	14	-2	0.3	-22	1.7	2	84	-1	1
12	CCOC(=O)CC1C(=O)NCCN1C1CCCC1 (stereo unspecified)	6	-13	-3.0	41	-3.6	5	98	-14	6
13	C/C(=N\NC(=O)c1ccoc1C)c1ccc(Br)s1	-9	2	-2.4	9	-4.0	-1	101	-11	-5
14	O=c1c2ccccc2sn1-c1cc(S(=O)(=O)N2CCOCC2)ccc1N1CCOCC1	17	3	-2.8	-36	-3.3	-32	86	-23	-19
15	NC(=O)C1CCN(Cc2cccc(OCc3ccccc3)c2)CC1	3	-2	2.4	nt	0.6	3	99	9	17
16	CN(C)C(CNC(=O)C1CCCN(C(=O)c2ccc(Cl)cc2)C1)c1ccco1 (stereo unspecified)	16	10	-2.4	-10	-3.8	3	101	-15	2
17	Cc1ccnc(SCc2ccc([N+](=O)[O-])cc2)n1	18	9	-0.6	20	-2.3	7	101	-10	2
18	COc1ccc(-c2csc(NC(=O)c3ccccc3F)c2C(=O)O)cc1	-8	4	0.2	-11	-0.8	4	104	8	-9
19	O=C(Nc1ccc(Br)cc1)c1ccc(F)c(S(=O)(=O)NCc2cccs2)c1	2	-9	-2.8	-6	-4.4	4	101	4	3
20	COC(=O)c1ccc(CNC(=O)Cn2cnnn2)cc1	7	1	-1.5	20	-2.1	0	98	7	-4
21	Cc1ccc(/C=c2\sc3nc(-c4ccco4)nn3c2=O)o1	80	25	-2.4	19	-1.6	-2	101	0	1
22	Cc1ccc(C)c(OCC(=O)NNC(=O)C2CC2)c1	9	6	-1.5	14	-1.4	16	99	-12	-6
23	CN1C(=O)Cc2cc(S(=O)(=O)N3CCN(c4ccc(Cl)cc4)CC3)ccc21	3	15	0.6	29	-2.3	1	98	7	-30
24	O=C(CN1CCN(CC(=O)Nc2ccccc2F)CC1)Nc1cccc(F)c1	8	17	-1.8	40	-2.8	4	97	-4	-7
25	Cc1scc(C(=O)N/N=C/c2ccc(OCC(C)C)cc2)c1C	-6	5	-1.5	16	-4.2	-1	97	5	-5
26	CC(C)(C)NC(=O)C(c1ccco1)N(C(=O)c1ccc(CN2CCOCC2)o1)c1ccccc1 (stereo unspecified)	14	11	-0.1	6	-1.7	4	97	1	-22
27	CCO[C@@H]1OC(C(=O)N2CCN(Cc3ccccc3)CC2)=C[C@H](c2ccc(C(F)(F)F)cc2)[C@H]1CCCO	-8	-15	-0.7	4	-2.3	-3	94	5	-36
28	CCCCCn1c2c(c(=N)c3ccccc31)CCC2	22	1	1.4	15	0.1	-2	102	-16	4
29	COc1ccc(NC(=O)CC2C(=O)N(c3ccc(Cl)cc3)C(=S)N2CCc2ccccn2)cc1 (stereo unspecified)	-16	-36	-2.4	7	-2.5	5	130*	7	-8
30	COc1c(C)cccc1C(=O)Nc1ccc(CN2CCCCC2)cc1	-8	2	-4.5	2	-4.1	5	101	3	5
31	COc1ccc(O)c(/C=N/NC(=O)c2cc(=O)[nH]c3ccccc23)c1	12	17	-3.6	16	-3.0	5	102	-13	-2
32	CCOC(=O)c1c(C)n(C)c2ccc(OC)c(NS(=O)(=O)c3ccc(Cl)s3)c12	3	5	-1.4	6	-2.0	1	104	-7	1
33	Cc1nn(-c2ccccc2)c(N)c1C(c1ccc(C(C)C)cc1)c1c(C)nn(-c2ccccc2)c1N	-18	-5	0.6	-15	-1.1	3	146*	5	-31
34	CCn1c2ccccc2c2cc(N=C3SC(CC(=O)Nc4ccccc4)C(=O)N3C)ccc21 (stereo unspecified)	13	6	-0.8	28	-2.9	-2	102	-9	-9
35	Clc1nssc1=Nc1ccc(Br)cc1	7	-2	-2.5	80*	-4.3	-11	101	0	1
36	CCOc1ccc(N2C(=O)/C(=C\c3ccc(O)c(OC)c3)S(=O)(=O)C2c2cccc([N+](=O)[O-])c2)cc1 (stereo unspecified)	-43	6	-1.7	1	-1.8	2	83	8	1
37	Cc1ccccc1Cn1c(NC2CCCC2)nc2c1c(=O)[nH]c(=O)n2C	0	-8	-2.4	nt	-2.4	4	98	-25	-30
38	S=c1[nH]nc(C2CCCCC2)n1/N=C/C(Cl)=C\c1ccccc1	3	9	-3.0	-3	-4.1	1	107	-12	-8
39	Cc1c(C(Nc2ccccn2)c2ccccc2)c(=O)n(-c2ccccc2)n1C (stereo unspecified)	-29	-10	0.4	-15	-5.2	5	103	-1	-2
40	CSc1nc(C)cc(Oc2ccc(=O)n(C)n2)n1	10	-1	1.7	-14	-1.0	-2	90	-4	3
41	Cc1cc(C(=O)Nc2ccc(C#N)cc2)on1	9	-7	-3.0	20	-2.8	-1	4.0*[inhibitor]	2	-2
42	Cn1c2ccccc2c2c(C(=O)O)cn(C3CCCC3)c(=O)c21	27	0	-3.4	22	-1.5	-3	98	-6	-4
43	COc1ccc(C(=O)N2CCN(c3ccccc3OC)CC2)cc1	6	-5	-1.1	2	-2.6	9	99	-5	-24
44	COc1cccc(-c2ccc(SCC(=O)NC3CCCC3)nn2)c1	6	0	-2.3	48	-3.4	2	102	1	-29
45	COc1ccc(Br)cc1CNCC1CCCO1 (stereo unspecified)	8	-4	1.3	14	-2.6	6	102	1	4
46	Cc1cc(NC(=NC2CC2)c2ccccc2)n(-c2ccccc2)n1	4	-11	-0.3	-18	-1.5	2	82	2	-2
47	O=C(NCc1cccnc1)c1ccc(Br)s1	25	-12	-2.3	33	-2.3	5	95	1	-2
48	OC(COCC(F)(F)C(F)(F)C(F)(F)C(F)F)Cn1c2ccc(Cl)cc2c2cc(Cl)ccc21 (stereo unspecified)	-30	10	-1.8	8	-2.2	9	100	-5	12
49	CCOc1ccc(C(=S)N2CCN(C)CC2)cc1	-3	8	-0.8	8	-2.3	0	103	-6	-6
50	CC(=O)NC1(c2ccccc2)CCN(C(=O)N2CCOCC2)CC1	-4	-4	-3.0	9	-1.6	7	107	-6	0

Six compounds from above, sorted by molecular weight, low to high.
nr	Molecule	SUMO HTRF inh	NS3 helicase inh	VIM-2 inh	PHOSPHO1 inh	IMP-1 inh	IDE act	MEKK3 PB1 HTS	pCIP destab	FID counter
28	CCCCCn1c2c(c(=N)c3ccccc31)CCC2	22	1	1.4	15	0.1	-2	102	-16	4
49	CCOc1ccc(C(=S)N2CCN(C)CC2)cc1	-3	8	-0.8	8	-2.3	0	103	-6	-6
31	COc1ccc(O)c(/C=N/NC(=O)c2cc(=O)[nH]c3ccccc23)c1	12	17	-3.6	16	-3.0	5	102	-13	-2
30	COc1c(C)cccc1C(=O)Nc1ccc(CN2CCCCC2)cc1	-8	2	-4.5	2	-4.1	5	101	3	5
38	S=c1[nH]nc(C2CCCCC2)n1/N=C/C(Cl)=C\c1ccccc1	3	9	-3.0	-3	-4.1	1	107	-12	-8
29	COc1ccc(NC(=O)CC2C(=O)N(c3ccc(Cl)cc3)C(=S)N2CCc2ccccn2)cc1 (stereo unspecified)	-16	-36	-2.4	7	-2.5	5	130*	7	-8

Next part.
nr	Molecule	SUMO HTRF inh	NS3 helicase inh	VIM-2 inh	PHOSPHO1 inh	IMP-1 inh	IDE act	MEKK3 PB1 HTS	pCIP destab	FID counter
51	CCOc1ccc(-c2csc(NC(=O)CSCC(=O)O)n2)c2ccccc12	28	23	-2.6	-26	-2.0	-2	101	13	-28
52	O=[N+]([O-])c1cccc(COc2ncnc3cc([N+](=O)[O-])ccc23)c1	29	-6	-2.2	16	-2.4	-6	102	3	5
53	CCN1C(=S)SC(=O)C1=C1C=C(C)N(Cc2ccco2)C(C)=C1	1	-9	-1.0	66*	-1.7	-30	nt	-40	5
54	COc1ccc(/C=C(/C#N)C(=O)Nc2ccc(O)cc2)cc1C(=O)O	5	-15	0.5	43	-1.6	9	96	-1	-3
55	COc1cc(CCCN2C(N)=NC[C@H]2Cc2ccc(O)cc2)cc(OC)c1OC	8	nt	nt	20	nt	2	95	-4	nt
56	CN1CCN(C(=O)c2ccccc2[N+](=O)[O-])CC1	12	3	0.6	18	-3.5	5	109	-18	-2
57	CCCCNC(=O)C1CCN(C(=O)Nc2ccc(C)cc2)CC1	22	-10	-2.2	15	-2.8	3	88	-17	-6

High-throughput results from PubChem BioAssay.

The list is partial. The share of hits here may be higher or lower than overall.
